# ER stress rescue: rescue of cells from ER stress-induced death, primary screen, 384-well, CSM14.1, thapsigargin, ATP luminescence (AID 1222); CSM14.1 thapsigargin-induced death rescue, ATP luminescence; higher % means a stronger effect; cellular ATP content (survival), % at 20 µM, or EC50 in µM where a hit was titrated; 190,000 tested, under 10 active;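 active = EC50 below 50 µM in the dose-response confirmation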;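 also: death triggered by thapsigargin at about 15 µM added after 2 h compound pretreatment; cell ATP read after overnight thapsigargin exposure of roughly 18 to 22 hours; normalized against plate controls of thapsigargin alone and 5% DMSO vehicle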
# LYP inhibition: inhibitors of LYP phosphatase, biochemical, fluorescence intensity, uHTS (AID 1779) | recombinant LYP phosphatase, fluorescence intensity; higher % means a stronger effect | 290,000 compounds, 0.054% hits | Tyrosine-protein phosphatase non-receptor type 22 (Homo sapiens) | inhibition, % at 11.5 µM; hits with a dose series show IC50 in µM;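 also: plate controls were vehicle with enzyme for no effect and no enzyme for full effect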
# HEK293 NOD2/NF-kB: NOD2 signaling inhibitors, cell-based, luminescence, uHTS, HEK293 (AID 1566). HEK293 NOD2/NF-kB luciferase reporter, luminescence; higher % means a stronger effect. 290,000 compounds, 0.63% hits. one-dose inhibition, % at 4 µM; EC50 in µM for titrated hits; also: many of its hits are not listed in these tables
# Lipid droplet: inhibitors of hepatocyte lipid droplet formation, primary screen, imaging, high-throughput imaging, BODIPY stain | AML12 mouse hepatocytes, oleate lipid droplets | inhibition, % at 6.5 µM | 240,000 compounds, 0.4% hits;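 active = lipid droplet intensity inhibited by at least 50%, with more than 500 cells counted; inconclusive = wells with under 300 cells, treated as cytotoxic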
#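 Assay system: AML12 mouse liver cells | Compound dosing: One dose, 6.5 µM compound | Read-out basis: Droplet intensity reduction, % inhibition | Measured by: Fluorescence imaging, 20x objective, two fields per well | Schedule: Overnight treatment with compound plus oleate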
# Siah-1 displacement: Siah-1 peptide-binding antagonists, primary screen, biochemical, fluorescence polarization, rhodamine-plectin, uHTS (AID 1817); displacement, % at 20 µM; hits with a dose series show IC50 in µM; E3 ubiquitin-protein ligase SIAH1 (Homo sapiens); 290,000 compounds, 0.02% hits; Siah-1 / rhodamine-plectin peptide fluorescence polarization; higher % means a stronger effect;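 active = displacement of at least 50% at 20 µM, with a fluorescence ratio check between 0.3 and a set limit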;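 also: plate controls were Siah plus tracer with DMSO for no effect and tracer alone without Siah for full effect; strong numbers were not always called active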
# XIAP displacement: XIAP antagonists, biochemical, IAP family, fluorescence polarization (AID 1018). E3 ubiquitin-protein ligase XIAP (Homo sapiens). XIAP BIR domain, fluorescence polarization peptide displacement; higher % means a stronger effect. displacement, % at 20 µM, or IC50 in µM where a hit was titrated. 200,000 compounds, 0.007% hits; in the data active = displacement above about 50%; also: a part of the inactive calls stands beside numbers as strong as those of hits
# P. falciparum M1AAP: P. falciparum M1AAP inhibitors, biochemical, fluorogenic H-Leu-NHMec substrate, 1536-well (AID 1445); Aminopeptidase N (Plasmodium falciparum (isolate 3D7)); recombinant M1AAP, H-Leu-NHMec fluorogenic kinetic assay; higher % means a stronger effect; inhibition, % at 30 µM; hits with a dose series show IC50 in µM; 220,000 compounds, 0.42% hits;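 active = primary inhibition above the hit cutoff, then over 50% inhibition at one or more dose response concentrations, cut at about 23% in these data, passing the limit was not always enough; inconclusive = conflicting primary data, or primary hits not chosen for dose response; inactive = low primary inhibition, or under 50% at every dose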;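 also: plate controls were DMSO full reaction for no effect and no enzyme background for full effect; strong numbers were not always called active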
# AID2073: inhibitors of Mint1-CaV2.2 protein interaction, biochemical, HTRF (AID 2073). HTRF protein-protein interaction, Mint1-CaV2.2; higher % means a stronger effect. inhibition, % at 20 µM, or IC50 in µM where a hit was titrated. 290,000 compounds, 0.19% hits; in the data active = inhibition mostly above about 51%, no sharp cut-off; inconclusive = no clear call, values can overlap the other calls; inactive = mostly below about 53%; also: some results filed as inactive read as strong as hits
# P. falciparum M17LAP: P. falciparum M17LAP inhibitors, primary screen, biochemical, fluorogenic H-Leu-NHMec substrate, 1536-well (AID 1619) | recombinant M17LAP, H-Leu-NHMec fluorogenic kinetic assay; higher % means a stronger effect | inhibition, % at 30 µM, or IC50 in µM where a hit was titrated | 220,000 compounds, 0.38% hits;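 active = compound inhibiting the enzyme by more than half at any dose during confirmatory dose-response retesting; inconclusive = strong single-dose inhibitors picked by rank but not retested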;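 also: plate controls were full reaction with DMSO carrier for no effect and no enzyme background for full effect; strong numbers were not always called active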
# Lipid droplet cells 6.5 µM: second read-out of Lipid droplet, no call of its own (marks repeat the call); cell count; measured here: cell count, cytotoxicity flag;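 cells counted across two imaged fields per well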
# Numbers without * were called inactive; ? = inconclusive; nt = not tested or not shown; & = joins results of further samples. Rule as the data show it, unless noted: active = inhibition above about 50%; inactive = the rest. Not all compounds are listed; the hit share may differ from the screen's.
# Order of values – ER stress rescue	LYP inhibition	HEK293 NOD2/NF-kB	Lipid droplet	Lipid droplet cells 6.5 µM	Siah-1 displacement	XIAP displacement	P. falciparum M1AAP	AID2073	P. falciparum M17LAP
O=C(COC(=O)C12CC3CC(CC(O)(C3)C1)C2)NCCc1ccc(Cl)cc1
 : -0.2%	2%	-8%	0	709	6%	-2.3%	7%	-1%	1%
O=C(CN1CCN(Cc2ccc(F)cc2)CC1)Nc1nc2ccccc2s1
 : nt	-9%	2%	2	878	-3%	nt	nt	-3%	nt
COc1cc(C(c2c(C)[nH][nH]c2=O)c2c(C)[nH][nH]c2=O)ccc1OC(C)C
 : -3.2%	-8%	16%	6	558	-3%	-4.7%	4%	-4%	2%
Cc1cc(C(=O)Cn2nc(C(=O)O)c3ccccc3c2=O)c(C)n1-c1ccccc1
 : -4.2%	-3%	-50%	-1	735	-2%	1.2%	3%	2%	-21%
Cc1cc(Cl)ccc1Oc1cccc(C(=O)/C(C#N)=C/N(C)C)c1
 : -2.8%	-2%	3%	8	771	2%	-2.6%	-2%	3%	-99%
C=CCNC(=O)c1sc(-c2ccccc2)nc1C
 : -0.1%	-5%	-2%	-42	391	0%	-1.8%	-3%	2%	3%
O=c1[nH]c2cccc(Cl)c2n(CCNc2ncc(C(F)(F)F)cc2Cl)c1=O
 : -1.7%	-8%	14%	nt	nt	1%	-12%	10%	-1%	40%
Cc1cc(C)c2c(=O)n(CC(=O)Nc3cccc(F)c3)sc2n1
 : nt	-2%	6%	-2	711	7%	nt	5%	8.6µM*	-3%
CNC(=O)c1ccc(NC(=O)CC23CC4CC(CC(C4)C2)C3)cc1
 : nt	-7%	8%	16	855	-8%	nt	nt	6%	nt
O=C(NNC(=O)C1CCCO1)c1ccccc1Cl (stereo unspecified)
 : -2.7%	2%	8%	-25	510	-3%	-6.2%	4%	4%	3%
O=C(NC(Cc1c[nH]c2ccccc12)C(=O)N/N=C/c1cccc2ccccc12)c1cccs1 (stereo unspecified)
 : 1.3%	8%	-9%	-24	658	2%	-4.9%	2%	20%	3%
COCCN(C(=O)COC(=O)CC1CCCCC1)c1c(N)n(Cc2ccccc2)c(=O)[nH]c1=O
 : nt	-10%	9%	3	846	2%	nt	nt	52%	nt
CCN(CC)S(=O)(=O)c1ccc(N2CCCC2)c(NC(=O)c2ccc(OC)cc2OC)c1
 : 1.9%	1%	18%	9	701	2%	-14%	0%	1%	-8%
CCOC(=O)c1ccc(Nc2c(OCC)c(=O)c2=O)cc1
 : nt	-5%	22%	8	703	1%	nt	?	6%	19%
NC(=O)N1CCN(C(=O)c2ccco2)CC1
 : 0.2%	-5%	-2%	-7	738	3%	-4.6%	2%	-3%	-15%
Cc1ccc(NS(=O)(=O)c2cc(C(=O)N3CCOCC3)ccc2C)cc1C
 : -1.6%	-5%	7%	0	695	-1%	1.0%	1%	8%	-11%
Fc1cccc(/C=N/Nc2ncnc3nc[nH]c23)c1
 : -5.8%	-2%	-36%	0	701	-3%	-7.6%	18%	9%	41%
Clc1ccccc1-c1nn2c(COc3ccccc3)nnc2s1
 : -2.1%	22%	6%	-2	748	-3%	-33%	5%	-15%	2%
Cn1cc(CNC(=O)C2CCC(=O)N(Cc3ccccc3F)C2)cn1 (stereo unspecified)
 : nt	-1%	3%	-2	798	-4%	nt	nt	5%	nt
O=C(Nc1ncc([N+](=O)[O-])s1)c1cccs1
 : nt	2%&3%	-56%&-75%	-20&-7	775&830	8%&6%	nt	nt	-4%&-5%	nt
CC(=O)c1cnc2scnn2c1=O
 : nt	3%	10%	27	704	7%	-4.2%	8%	-1%	1%
O=C(O)c1ccc(NC(=O)C2CC=CCC2C(=O)O)cc1 (stereo unspecified)
 : -2.2%	-7%	-4%	nt	nt	0%	-7.0%	2%	-4%	2%
COc1cc(C(C)=O)ccc1OCC(O)CN1CCN(S(=O)(=O)c2ccccc2)CC1 (stereo unspecified)
 : 0.3%	2%	-7%	-1	734	3%	5.7%	3%	-4%	13%
COC(=O)c1ccc(COc2ccc(/C=N/NC(=O)C(=O)Nc3ccc(OC)cc3)cc2OC)o1
 : nt	-7%	10%	-10	810	10%	nt	1%	62%	-5%
CCN(CC)C(=O)C1CCC(CNS(=O)(=O)c2cccc3nsnc23)CC1 (stereo unspecified)
 : nt	-10%	8%	-15	766	2%	nt	nt	8%	nt
COc1ccc(CCNS(=O)(=O)c2ccc(-n3cnnn3)c(OC)c2)cc1OC
 : nt	-10%	7%	4	705	5%	nt	nt	-4%	nt
Nc1ccc(N2CCN(C(=O)c3cccs3)CC2)cc1
 : 3.1%	-12%	-13%	5	637	2%	-1.8%	4%	-37%	7%
COC(=O)C1=C(C)N(C)C(=S)NC1c1ccc(Cl)cc1 (stereo unspecified)
 : 0.7%	-1%	2%	-4	556	-4%	-4.4%	0%	9%	1%
COc1ccccc1OCC(=O)NCCSCc1cccc(Cl)c1
 : 8.6%	-4%	8%	2	629	2%	-3.0%	1%	12%	4%
COc1ccc2c(c1)c(=O)oc1c(C)c(OCc3cc(C(=O)O)oc3C)ccc12
 : -0.1%	-3%	32%	23	669	-3%	-9.5%	20%	51%	-40%

# Reformatted bar-delimited: part of the list above.
compound | ER stress rescue | LYP inhibition | HEK293 NOD2/NF-kB | Lipid droplet | Lipid droplet cells 6.5 µM | Siah-1 displacement | XIAP displacement | P. falciparum M1AAP | AID2073 | P. falciparum M17LAP
Cc1ccc(NS(=O)(=O)c2cc(C(=O)N3CCOCC3)ccc2C)cc1C | -1.6% | -5% | 7% | 0 | 695 | -1% | 1.0% | 1% | 8% | -11%
Fc1cccc(/C=N/Nc2ncnc3nc[nH]c23)c1 | -5.8% | -2% | -36% | 0 | 701 | -3% | -7.6% | 18% | 9% | 41%
Clc1ccccc1-c1nn2c(COc3ccccc3)nnc2s1 | -2.1% | 22% | 6% | -2 | 748 | -3% | -33% | 5% | -15% | 2%

# Back to the main list, starting 2 compounds before the break.
# Order of values – ER stress rescue	LYP inhibition	HEK293 NOD2/NF-kB	Lipid droplet	Lipid droplet cells 6.5 µM	Siah-1 displacement	XIAP displacement	P. falciparum M1AAP	AID2073	P. falciparum M17LAP
COc1ccccc1OCC(=O)NCCSCc1cccc(Cl)c1
 : 8.6%	-4%	8%	2	629	2%	-3.0%	1%	12%	4%
COc1ccc2c(c1)c(=O)oc1c(C)c(OCc3cc(C(=O)O)oc3C)ccc12
 : -0.1%	-3%	32%	23	669	-3%	-9.5%	20%	51%	-40%
Cc1cc(Cl)c(S(N)(=O)=O)cc1OCC(=O)NC1CCCCC1
 : nt	-6%	15%	-1	832	-2%	nt	nt	11%	nt
C=CCn1c(=O)c2ccccc2n2c(SCc3cc(=O)n4ccsc4n3)nnc12
 : 1.5%	-7%	3%	nt	nt	2%	-4.5%	1%	-4%	8%
CC1CN(S(=O)(=O)c2cccc(C(=O)OCc3cc(=O)oc4cc(O)ccc34)c2)CC(C)O1 (stereo unspecified)
 : nt	8%	17%	-7	710	1%	0.2%	22%	10%	-38%
COc1ccc(C(=O)NC2=NCCS2)c(OC)c1
 : nt	-12%	-39%	4	855	1%	nt	nt	-3%	nt
N#Cc1c(-c2ccccc2)nc(-c2cccnc2)[nH]c1=O
 : nt	2%	-12%	14	822	-1%	nt	nt	10%	nt
Cc1ccc(NC(=O)CCC(=O)OCC(=O)c2ccc(Oc3ccc([N+](=O)[O-])cc3)cc2)cc1C
 : -2.6%	4%	-7%	nt	nt	-3%	-3.2%	11%	-1%	8%
COc1ccc(C(=O)CC(=O)C(=O)Nc2ccc(OC)c(Cl)c2)cc1
 : nt	-2%	-14%	nt	nt	2%	nt	nt	8%	nt
Cc1[nH]c2ccccc2c1C(=O)CSc1nc2ccccc2c(=O)n1-c1ccccc1F
 : 0.8%	3%	16%	-1	741	1%	0.3%	2%	28%	3%
O=C1CN(C(=O)COC(=O)c2cccc(OCc3ccccc3)c2)c2ccccc2N1
 : -2.3%	1%	-16%	13	630	-2%	-9.9%	5%	-4%	-5%
O=C(c1cccc(S(=O)(=O)N2CCCCCC2)c1)N1CCN(c2ccccc2)CC1
 : -1.2%	-3%	9%	15	710	2%	0.6%	3%	4%	-1%
CN(C)/C=C/C(=O)c1cccc(Oc2ncccn2)c1
 : -0.9%	-2%	8%	0	689	11%	0.2%	2%	-2%	6%
COc1ccc(-c2cc3ccc(O)cc3oc2=O)cc1
 : nt	-32%	-79%	4	749	0%	nt	nt	?	nt
O=C(N/C(=C/c1cccc(Br)c1)c1nc(=S)[nH][nH]1)c1ccccc1
 : 7.4%	0%	-12%	-2	651	-2%	-9.3%	9%	-14%	2%
S=C(NCc1ccco1)N1CCN(C(c2ccccc2)c2ccccc2)CC1
 : -1.1%	2%	2%	nt	nt	4%	-1.9%	1%	-15%	-6%
C/C(CCc1ccc2c(c1)OCO2)=N\N=C1\NC(=O)CC(C(=O)Nc2ccc(Cl)cc2)S1 (stereo unspecified)
 : 0.1%	-3%	10%	nt	nt	5%	-5.5%	7%	-4%	16%
N=c1sccn1CC(=O)Nc1ccc(S(N)(=O)=O)cc1
 : nt	-9%	23%	-4	698	2%	nt	2%	-5%	6%
CCCn1c(SCC(=O)Nc2ccc(OC)cc2[N+](=O)[O-])n[nH]c1=O
 : -0.5%	-6%	8%	-22	680	2%	-3.0%	0%	-5%	17%
CC(=O)Nc1ccc(OCCOc2ccc([N+](=O)[O-])cc2)cc1
 : nt	-4%	20%	-1	832	6%	nt	0%	6%	2%
CN(C)CCCN(C(=O)c1cccs1)c1nc2cc3c(cc2s1)OCO3
 : -1.4%	-2%	-18%	-3	712	3%	-3.5%	7%	-8%	7%
COc1ccc(C(=O)NC2CCSC2=O)cc1 (stereo unspecified)
 : -1.2%	-7%	10%	-19	725	-4%	-3.7%	2%	0%	-9%
CCOc1ccc(-c2c(C(=O)N/N=C/c3ccc(OC)cc3)nnn2-c2nonc2N)cc1
 : 1.6%	0%	-3%	4	625	3%	-5.6%	4%	15%	6%

# Records listed so far that bear a hit mark in AID2073.
mol	LYP inhibition	HEK293 NOD2/NF-kB	Siah-1 displacement	XIAP displacement	P. falciparum M1AAP	AID2073	P. falciparum M17LAP
Cc1cc(C)c2c(=O)n(CC(=O)Nc3cccc(F)c3)sc2n1	-2%	6%	7%	nt	5%	8.6µM*	-3%

# Screening data as filed in PubChem BioAssay.
